CHRM4 PAM: CHRM4 positive allosteric modulation; P08173; CHO-K1 hM4/Gqi5, Fluo-8 calcium fluorescence, ACh EC20; 0% = ACh EC20, 100% = maximal ACh; activation, % at 3 µM; hit rate 0.4% among 360,000; AID 624126;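 active means activation above its plate's cutoff, the mean activation of sample wells plus 3 SD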; further: some results filed as inactive read as strong as hits
Target sequence (P08173 whole entry, looked up): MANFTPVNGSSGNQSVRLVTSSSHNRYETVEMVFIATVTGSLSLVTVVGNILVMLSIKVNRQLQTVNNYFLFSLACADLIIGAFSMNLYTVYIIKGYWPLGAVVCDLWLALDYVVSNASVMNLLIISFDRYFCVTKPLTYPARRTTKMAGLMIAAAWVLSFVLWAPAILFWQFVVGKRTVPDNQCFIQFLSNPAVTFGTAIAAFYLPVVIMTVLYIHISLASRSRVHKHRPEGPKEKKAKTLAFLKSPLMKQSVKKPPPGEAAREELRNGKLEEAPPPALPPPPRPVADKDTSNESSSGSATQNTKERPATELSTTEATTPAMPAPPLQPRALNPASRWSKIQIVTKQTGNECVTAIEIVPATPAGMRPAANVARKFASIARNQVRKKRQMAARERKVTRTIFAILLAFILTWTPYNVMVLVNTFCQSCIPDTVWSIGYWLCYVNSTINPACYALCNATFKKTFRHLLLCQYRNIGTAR
CHRM4 antagonist: blocks acetylcholine activation of human M4 receptor; CHO-hM4 cells, ACh EC80, Fluo-8 calcium fluorescence; inhibition, % at 3 µM; hit rate 0.73% among 360,000;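 active means inhibition above its plate's cutoff, the mean inhibition of sample wells plus 3 SD, cut at about 27% in these data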;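 further: 0% = acetylcholine EC80 with DMSO and 100% = DMSO without agonist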
CRFR2-BP ag: CRF-BP/CRF-R2 complex agonism. HEK293 CRF-R2/CRF-BP, calcium dye fluorescence (FLIPR); percent of saturating CRF peptide response. activation, % at 13.2 µM. hit rate 0.46% among 350,000;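 active means activation of at least 50%, plus an integration ratio under a set limit after plate pattern correction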;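 further: plate controls were neutral control wells without compound for no effect and CRF at EC100 for full effect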
M4 ag: agonists of human muscarinic M4 receptor (CHRM4). P08173. CHO-K1 hM4/Gqi5, Fluo-8 calcium fluorescence; vehicle 0%, full acetylcholine response 100%. activation, % at 3 µM. hit rate 0.14% among 360,000;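 active means activation above the run mean over all test wells plus 3 SD, cut at about 32% in these data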;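 further: peak over basal fluorescence ratio per well then scaled between controls; 0% = DMSO wells and 100% = acetylcholine at EC100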
M1 PAM: human CHRM1 positive allosteric modulation. P11229. CHO-K1 hM1, Fluo-8 calcium fluorescence, ACh EC20; 0% = ACh EC20, 100% = maximal ACh. activation, % at 3 µM. hit rate 0.088% among 360,000. AID 588819; in the data active means activation above about 19%, passing the limit was not always enough
Target sequence (P11229 whole entry, looked up): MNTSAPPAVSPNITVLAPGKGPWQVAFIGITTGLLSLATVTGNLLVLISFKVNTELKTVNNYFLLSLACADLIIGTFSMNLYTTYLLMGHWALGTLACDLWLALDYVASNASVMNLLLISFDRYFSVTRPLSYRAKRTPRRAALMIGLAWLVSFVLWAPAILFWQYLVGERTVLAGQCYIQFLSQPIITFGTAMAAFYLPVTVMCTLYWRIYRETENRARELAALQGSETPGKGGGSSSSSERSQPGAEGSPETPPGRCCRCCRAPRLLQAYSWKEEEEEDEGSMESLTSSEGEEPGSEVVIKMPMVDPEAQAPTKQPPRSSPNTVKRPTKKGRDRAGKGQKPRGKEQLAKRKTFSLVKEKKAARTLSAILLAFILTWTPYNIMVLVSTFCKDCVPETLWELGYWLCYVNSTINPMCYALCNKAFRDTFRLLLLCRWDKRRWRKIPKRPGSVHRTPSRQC
CHRM5 PAM: potentiates acetylcholine response at human M5 receptor. P08912. CHO-K1 hM5, Fluo-8 calcium, ACh EC20 PAM; 0% = ACh EC20, 100% = ACh EC100. activation, % at 3 µM. hit rate 0.3% among 360,000. AID 624038;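 active means activation above the run cutoff, the mean activation of all test compounds plus 3 SD, cut at about 18% in these data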
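System – CHO-K1 hM5 cells · Compound – 3 µM, single dose · Incubation – compound preincubation 140 s before EC20 acetylcholine addition · Technique – Fluo-8 calcium fluorescence · Measure – Max/basal fluorescence ratio as % of EC20–EC100 ACh window · Benchmarks – low control EC20 acetylcholine (0%), high control EC100 acetylcholine (100%) · Replication – singlicate, one well per test compound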
M5 ag: CHRM5 agonism in calcium assay; AID 624037; hit rate 0.19% among 360,000; activation, % at 3 µM; CHO-K1 hM5 cells, Fluo-8 calcium fluorescence; 0% DMSO wells, 100% maximal acetylcholine response;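 active means activation above the run's mean over test compounds plus 3 SD, cut at about 23% in these data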;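 further: signal is peak over basal fluorescence ratio across the kinetic read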
CRFBP-R2 block: antagonists of CRF-binding protein/CRF-R2 receptor complex; hit rate 0.59% among 350,000; inhibition, % at 11.8 µM; HEK293 CRF-R2/CRF-BP, CRF-induced calcium fluorescence;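 active means inhibition of the ligand-induced calcium signal above about 50% at the single tested concentration, limit read from the data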
CHRM5 antagonist: CHRM5 antagonism in calcium assay; inhibition, % at 3 µM; hit rate 0.59% among 360,000; AID 624040; CHO-hM5 cells, Fluo-8 calcium fluorescence, ACh EC80;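 active means inhibition above a per-plate cutoff, the mean of that plate's test compounds plus 3 SD, cut at about 27% in these data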;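 further: 0% = acetylcholine EC80 with DMSO and 100% = DMSO without agonist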
An asterisk follows results filed as active; / = no result given. No enrichment for hits, and some 2.6% of all compounds hit somewhere here.

The first two entries, ahead of the listing:
CHRM4 PAM | CHRM4 antagonist | CRFR2-BP ag | M4 ag | M1 PAM | CHRM5 PAM | M5 ag | CRFBP-R2 block | CHRM5 antagonist | Compound
0 | 0 | 0.1 | 0 | 12 | 15 | 2 | -12 | -5 | NC(=O)C1CCN(Cc2nc3cc(C(F)(F)F)ccc3c(=O)[nH]2)CC1
0 | 17 | 6.3 | 0 | 22 | 13 | 6 | -13 | -8 | CCSC(=O)NC1CCCCC1

Results, repeating the preview:
CHRM4 PAM | CHRM4 antagonist | CRFR2-BP ag | M4 ag | M1 PAM | CHRM5 PAM | M5 ag | CRFBP-R2 block | CHRM5 antagonist | Compound
0 | 0 | 0.1 | 0 | 12 | 15 | 2 | -12 | -5 | NC(=O)C1CCN(Cc2nc3cc(C(F)(F)F)ccc3c(=O)[nH]2)CC1
0 | 17 | 6.3 | 0 | 22 | 13 | 6 | -13 | -8 | CCSC(=O)NC1CCCCC1
-10 | 2 | -1.5 | 21 | -16 | -17 | 1 | -7 | 13 | COc1ccc(N/C=C(\C2OC(=O)c3ccccc32)[N+](=O)[O-])cc1 (configuration not stated)
-1 | -5 | -0.1 | 0 | 3 | -1 | 1 | 19 | 4 | O=C(O)CCC(=O)N1CCc2cc(S(=O)(=O)N3CCC(Cc4ccccc4)CC3)ccc21
0 | -6 | -1.9 | 1 | 21 | -3 | -3 | 2 | 3 | O=C(NCCC1CCCCN1S(=O)(=O)c1ccc(F)cc1)C(=O)NC1CCCC1 (configuration not stated)
-12 | -8 | -1.8 | -1 | -1 | -13 | -13 | 45 | 6 | COC(=O)C1=CN(CCOC23CC4CC(CC(C4)C2)C3)C=C(C(=O)OC)C1c1ccsc1
-1 | -3 | -0.9 | 1 | 1 | -4 | 2 | 6 | 8 | CC(C)C(=O)Nc1nnc(-c2ccccc2)o1
11 | -3 | -0.1 | 1 | 8 | 4 | 0 | 21 | -10 | COc1ccc(C2CC2/C(C)=N/OC(=O)c2cccs2)cc1 (configuration not stated)
-4 | -5 | -1.3 | 1 | 7 | 3 | -7 | 5 | 14 | CC1CCN(CC(=O)N2c3ccccc3CC2C)CC1 (configuration not stated)
4 | -8 | -0.8 | 1 | 4 | -4 | -4 | -7 | 8 | Cc1c(CC(=O)NCC(=O)NCC(=O)O)c(=O)oc2c(C)c3oc4c(c3cc12)CCCC4
-2 | 4 | -1.8 | 0 | 13 | 5 | -1 | -6 | -10 | COc1ccc(S(=O)(=O)N2CCOCC2)cc1NC(=O)CO/N=C/c1ccccc1OC(F)F
2 | -2 | -2.1 | 1 | 9 | -2 | -2 | 28 | 0 | CCNc1nc(Oc2ccc(=O)n(-c3ccccc3)n2)nc(N(C)C)n1
3 | -1 | -2.2 | 1 | 7 | 7 | -3 | 2 | 1 | O=C(NCc1ccc2c(c1)OCO2)c1ccco1
-3 | -10 | / | 13 | -1 | -4 | 0 | / | 9 | COc1ccc(NC(=O)c2cc(C3CCCCN3C(=O)Cc3ccc(N(C)C)cc3)on2)c(C)c1 (configuration not stated)
11 | -9 | -0.6 | 10 | 4 | -8 | -1 | -1 | 6 | COc1ccc(NC(=O)CN(C)CC(=O)Nc2ccc(C)c(S(=O)(=O)N3CCCCC3)c2)cc1
23 | -3 | -1.1 | 2 | 2 | 11 | -7 | 5 | -12 | N=C(c1cccc([N+](=O)[O-])c1)N1CCCCC1
20 | -8 | -0.9 | 0 | 11 | 2 | 4 | -13 | 2 | Cc1ccc(-n2nc(C)c3c(C)onc3c2=O)cc1
-2 | 4 | 3.6 | 0 | 1 | 2 | -2 | 2 | -3 | O=C1Nc2ccccc2C1(O)Cc1ccncc1 (configuration not stated)
0 | 2 | 4.7 | 0 | 3 | 1 | -2 | 10 | 10 | O=c1[nH][nH]c2c(N=Cc3ccccc3O)ccc(F)c12
-6 | -7 | 0.6 | 0 | 0 | -1 | -3 | 19 | 0 | O=C(c1cccs1)N1C(=O)c2cccc3cccc1c23
2 | -3 | 2.9 | 0 | 5 | 5 | -2 | 8 | -8 | O=C(/C=C/Nc1ccc([N+](=O)[O-])cc1)c1ccc(Br)cc1
-3 | 2 | -0.9 | 4 | 6 | 1 | -3 | -10 | 0 | O=C(CCCNC(=O)/C(=C/c1ccccc1F)NC(=O)c1ccccc1)OCc1ccccc1
14 | 3 | 5.9 | 1 | 8 | 1 | -1 | 4 | -5 | Cc1ccccc1C(=O)NC(=S)Nc1ccc(Oc2ccc(Cl)cc2)cc1
3 | -7 | -4.2 | 1 | 21 | 3 | 2 | 16 | 6 | NC(=O)C1CCN(c2nc3ccccc3nc2NS(=O)(=O)c2ccc(Br)cc2)CC1
4 | -7 | -0.2 | 2 | -2 | 0 | 0 | 8 | 8 | COc1cccc(-c2ccc(SCC(=O)N3CCOCC3)nn2)c1
3 | -9 | 0.7 | 1 | 2 | -1 | -2 | 38 | 7 | COc1cc(/C=C2\C(=N)N3N=C(S(C)(=O)=O)SC3=NC2=O)cc(OC)c1OCCOc1ccc(C)cc1
10 | -9 | 1.8 | 2 | 18 | 3 | 4 | 9 | 4 | CCOC(=O)c1cnn2c(N)c(C#N)nnc12
1 | 7 | 0.6 | 3 | 0 | -2 | -1 | -24 | 14 | O=C(Nc1nnc(SCc2ccc(F)cc2)s1)c1cccnc1Cl
-8 | 3 | -1.0 | 2 | -12 | -8 | -8 | -5 | 2 | CC1CCN(CCCCOc2ccccc2Br)CC1
11 | -1 | 5.7 | 2 | -1 | -7 | 2 | -15 | -3 | c1ccc(OCCCn2nnc(-c3ccc(N4CCOCC4)cc3)n2)cc1
8 | -3 | 0.2 | 2 | 14 | -3 | -3 | 0 | 16 | CS(=O)(=O)N1CCC(C(=O)N2CCN(c3ccc(F)cc3)CC2)CC1
3 | -3 | -0.3 | 1 | -10 | -4 | -3 | 0 | 8 | O=C(c1cn(-c2ccccc2)nc1-c1cccnc1)N1CCN(S(=O)(=O)c2ccc(Cl)cc2)CC1
-1 | -5 | 2.5 | 0 | 3 | -6 | -5 | -11 | 13 | Cc1cccc(NC(=O)NNC(=O)COc2ccc3ccccc3c2)c1
2 | -3 | 0.5 | 1 | 9 | 9 | 4 | -5 | -11 | O=C1c2cccc(Cl)c2C(=O)N1c1ccccn1
-2 | -21 | 5.4 | 1 | 1 | 1 | -8 | 12 | 2 | CSc1cccc(NC(=S)N(Cc2ccc(C)cc2)Cc2cccnc2)c1
3 | 0 | -0.2 | -1 | 4 | -1 | -2 | -31 | -5 | CCOC(=O)CSc1nnc(CSc2nc3sc4c(c3c(=O)[nH]2)CCCC4)n1-c1ccccc1
6 | 3 | -0.4 | 0 | -4 | 2 | -5 | 2 | -3 | CC1(C)CC(NC(=O)CCC2CCCC2)CC(C)(C)N1
14 | -26 | 4.0 | 1 | 2 | 1 | -1 | 15 | -5 | COc1ccc(N(CC(=O)N2CCCCC2)S(=O)(=O)c2c(C)nn(C)c2C)cc1
-21 | 18 | 0.9 | 0 | -22 | -26 | -15 | 10 | 16 | C(#Cc1ccccc1)C[N+]1(CC#Cc2cccc3ccccc23)CCOCC1
-7 | 4 | 2.7 | 0 | 2 | -8 | -4 | -7 | 19 | Cc1ccc(-n2ncc3c2CC(C)(C)CC3NC(=O)CCc2cccnc2)cc1 (configuration not stated)
7 | -10 | 2.5 | 1 | -1 | -4 | 2 | 15 | 0 | CN1CCN(C(=O)C2CC(=O)N(c3ccc(F)c(Cl)c3)C2)CC1 (configuration not stated)
-2 | 4 | 1.1 | 0 | -1 | -2 | -4 | -8 | 5 | CCSCCOC(=O)C1=C(C)N(C)C(=O)NC1c1ccc2c(c1)OCO2 (configuration not stated)
13 | 3 | -0.2 | 1 | 9 | 7 | 4 | -24 | 3 | COC(=O)c1c(NC(=O)CN2C(=O)NC3(CCCCC3C)C2=O)sc2c1CCC2 (configuration not stated)
1 | -10 | 5.4 | 0 | 5 | 11 | -2 | 12 | -6 | CC(O)CNc1ccc([N+](=O)[O-])cc1S(=O)(=O)N1CCOCC1 (configuration not stated)
3 | -12 | -0.5 | 1 | 15 | -1 | 2 | 9 | 2 | O=C(NC1CCCCCC1)C1C2C=CC3(CN(Cc4cccnc4)C(=O)C13)O2 (configuration not stated)
-2 | -6 | 1.1 | 0 | -6 | 1 | -3 | -8 | -5 | CCOc1ccc(C2C(C(=O)O)c3ccccc3C(=O)N2CCN2CCOCC2)cc1 (configuration not stated)
5 | -4 | 3.7 | 1 | -6 | -1 | -2 | -25 | 2 | CCOc1ccccc1NC(=O)c1ccc(Cl)c(NC(=O)CC(c2ccccc2)c2ccccc2)c1
2 | -2 | 0.3 | 3 | -2 | 3 | -2 | 15 | 5 | COc1cccc(N(C(=O)Cn2nnc(-c3ccc(Cl)cc3)n2)C(C(=O)NCC2CCCO2)c2ccc(C)cc2)c1 (configuration not stated)
4 | -1 | / | 0 | -1 | 4 | 1 | / | -4 | Cc1ccc(C=C2SC(=S)N(CCCC(=O)Nc3cccc(C(=O)O)c3)C2=O)cc1
11 | -7 | -0.8 | -1 | -1 | 5 | -3 | 19 | -4 | COC(=O)c1ccccc1NC(=O)CN(C)Cc1ccccc1
5 | -4 | 0.4 | 0 | 6 | -3 | 1 | 5 | 9 | C[C@@H]1CN([C@H](C)CO)C(=O)c2c(c3ccccc3n2C)-c2ccccc2CO[C@H]1CN(C)C(=O)c1cc(Cl)cc(Cl)c1
-3 | -4 | 1.0 | 0 | -4 | -1 | 1 | 4 | -9 | C=C1[C@H]2O[C@H]2[C@@H](OC(C)=O)[C@@]2(C)[C@@H](OC(C)=O)C[C@@H](OC(C)=O)[C@@](C)(O)[C@@H]2[C@@H](OC(C)=O)[C@@]2(O)[C@@H](C)C(=O)O[C@H]2[C@H]1Cl
8 | -14 | / | 2 | / | -2 | 0 | / | 1 | O=C(C[C@@H]1CC[C@H](NC(=O)c2ccc3c(c2)OCO3)[C@@H](CO)O1)NCc1ccc(F)cc1
-4 | 3 | -0.2 | 2 | 8 | -3 | -1 | -4 | 9 | O=C1CN(C(=O)CNC(=O)c2ccc(Cl)cc2Cl)CCN1
-1 | 1 | 0.5 | 1 | 4 | -1 | 0 | -4 | -3 | CCc1c(C)nc2ncnn2c1N1CCC(C(=O)Nc2cccc(C(C)=O)c2)CC1
3 | -24 | 0.0 | 4 | -6 | -5 | 3 | 0 | 3 | O=C(Nc1ccc(Oc2ccc(NC(=O)Nc3ccc([N+](=O)[O-])cc3)cc2)cc1)Nc1ccc([N+](=O)[O-])cc1
-4 | 0 | -0.2 | 1 | -8 | 1 | -2 | -11 | 2 | Cc1ccc(-n2nc3c(c2NC(=O)c2cccs2)CS(=O)(=O)C3)c(C)c1
1 | -15 | -1.8 | 0 | 7 | -3 | -3 | -3 | 10 | O=C(CNc1cc(S(=O)(=O)N2CCOCC2)ccc1N1CCCC1)N1CCc2ccccc21
-3 | 10 | -0.6 | 1 | 7 | 11 | 4 | -9 | -3 | COc1ccc(/C=N/n2c(-c3cc(C)[nH]n3)n[nH]c2=S)cc1OC
3 | 5 | 0.1 | 0 | 6 | 0 | -11 | 2 | 6 | Cn1c(SCC#N)nc2ccccc2c1=O
-1 | 9 | -1.8 | 0 | 2 | 0 | -1 | -3 | 8 | Cc1ccc(C(=O)NNC(=O)c2ccc(NS(=O)(=O)c3cccs3)cc2)s1

From PubChem
